TROY signal inh: TROY signaling inhibition; Q293 LMP1-TROYcd NF-kB luciferase reporter, 4 h; inhibition, % at 10 µM; actives 0.98% (n = 360,000); AID 1347056;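 active = compounds whose plate-normalised and pattern-corrected inhibition of the luciferase reporter signal at the single screening dose is 50% or more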
SRC2 inh: inhibits human steroid receptor coactivator 2; Q15596; HEK293 GAL4-SRC2 luciferase reporter, luminescence; inhibition, % at 9 µM; actives 0.17% (n = 370,000); AID 651957;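 active = inhibition above the mean inhibition of all tested compounds plus 3 SD, set per campaign, cut at about 52% in these data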;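 note: 0% = DMSO treated cells and 100% = cells given Gossypol at 36 µM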
NCOA3 inh: inhibitors of human steroid receptor coactivator 3 (SRC3) | actives 0.17% (n = 360,000) | Q9Y6Q9 | HEK293 GAL4-SRC3 luciferase reporter, luminescence | inhibition, % at 3.6 µM;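 active = inhibition above a per-campaign cutoff, the mean of all compounds plus 3 SD, cut at about 60% in these data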;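 note: 0% = DMSO-treated cells and 100% = gossypol-treated cells at 36 µM; higher means less SRC3-driven luciferase light from the GAL4 reporter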
TLR9-MyD88 block: TLR9-MyD88 interaction inhibition; actives 0.21% (n = 340,000); AID 504734; Q9NR96+Q99836; inhibition, % at 4.98 µM; CHO BLA complementation TLR9-MyD88, CCF4 FRET ratio;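 active = inhibition above the mean over all tested compounds plus 3 SD, cut at about 21% in these data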;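 note: 0% = DMSO only wells and 100% = clavulanate BLA inhibitor control wells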
TWEAK Fn14 block: TWEAK-Fn14 signaling inhibition | inhibition, % at 10 µM | TWEAK-stimulated Fn14 reporter cells, luciferase luminescence, 8 h | AID 1159606 | actives 2% (n = 360,000); in the data active = inhibition above about 50%
C8 TRAIL sens: caspase-8 TRAIL sensitization. actives 1% (n = 360,000). inhibition (viability loss, TRAIL sensitization), % at 10 µM. NB7+C8 cells + TRAIL, ATPlite viability luminescence;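 active = compounds causing at least 50% loss of cell viability in the single-dose screen, relative to plate controls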
NOD2-RIPK2 inh: inhibitors of human NOD2-RIPK2 interaction. CHO BLA complementation NOD2-RIPK2, CCF4 ratio. inhibition, % at 4.98 µM. actives 0.38% (n = 360,000). O43353; in the data active = inhibition above about 21%;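 note: 0% = vehicle only and 100% = reference blocker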
Target sequence (O43353 whole entry, looked up): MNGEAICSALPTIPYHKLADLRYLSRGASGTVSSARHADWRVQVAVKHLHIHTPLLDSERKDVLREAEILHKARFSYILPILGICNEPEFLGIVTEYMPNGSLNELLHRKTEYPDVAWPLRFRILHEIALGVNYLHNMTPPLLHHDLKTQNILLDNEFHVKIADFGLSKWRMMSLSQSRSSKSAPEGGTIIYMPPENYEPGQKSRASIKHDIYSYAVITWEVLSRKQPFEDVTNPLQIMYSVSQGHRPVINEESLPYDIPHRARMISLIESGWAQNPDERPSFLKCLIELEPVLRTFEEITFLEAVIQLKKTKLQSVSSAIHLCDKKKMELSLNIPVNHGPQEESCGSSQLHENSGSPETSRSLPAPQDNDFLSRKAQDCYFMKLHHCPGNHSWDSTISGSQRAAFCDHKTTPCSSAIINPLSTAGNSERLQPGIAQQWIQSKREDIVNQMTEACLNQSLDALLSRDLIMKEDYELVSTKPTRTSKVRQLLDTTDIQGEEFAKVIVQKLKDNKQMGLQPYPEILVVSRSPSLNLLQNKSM
NR2F2 inh: blocks human COUP-TFII nuclear receptor; P24468; HEK293T NGFI-A luciferase reporter, luminescence; inhibition, % at 8.6 µM; actives 0.7% (n = 370,000); AID 686940;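 active = inhibition above a per-plate cutoff, mean inhibition of test wells between control levels plus 3 SD, cut at about 38% in these data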;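 note: cells cotransfected with COUP-TFII expression vector driving the NGFI-A reporter; 0% = median of COUP-TF2 test wells and 100% = reporter-only cells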
SRC1 inh: inhibits human SRC1 coactivator; actives 0.12% (n = 360,000); Q15788; inhibition, % at 3.6 µM; HEK293 GAL4-SRC1 luciferase reporter, luminescence; AID 588354;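 active = inhibition above the campaign mean plus 3 SD, with each screening campaign given its own cutoff, cut at about 60% in these data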;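 note: 0% = DMSO treated cells and 100% = gossypol at 36 µM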
LRH-1 inv ag: suppresses constitutive activity of human LRH-1; inhibition, % at 3.6 µM; O00482; actives 0.13% (n = 360,000); AID 602396; HEK293T StAR-luciferase reporter, LRH-1 transfected, 24 h;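 active = inhibition above the mean inhibition of all tested compounds plus 3 SD, cut at about 73% in these data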;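 note: 0% = DMSO wells and 100% = reporter-only cells lacking LRH-1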
Target sequence (O00482 whole entry, looked up): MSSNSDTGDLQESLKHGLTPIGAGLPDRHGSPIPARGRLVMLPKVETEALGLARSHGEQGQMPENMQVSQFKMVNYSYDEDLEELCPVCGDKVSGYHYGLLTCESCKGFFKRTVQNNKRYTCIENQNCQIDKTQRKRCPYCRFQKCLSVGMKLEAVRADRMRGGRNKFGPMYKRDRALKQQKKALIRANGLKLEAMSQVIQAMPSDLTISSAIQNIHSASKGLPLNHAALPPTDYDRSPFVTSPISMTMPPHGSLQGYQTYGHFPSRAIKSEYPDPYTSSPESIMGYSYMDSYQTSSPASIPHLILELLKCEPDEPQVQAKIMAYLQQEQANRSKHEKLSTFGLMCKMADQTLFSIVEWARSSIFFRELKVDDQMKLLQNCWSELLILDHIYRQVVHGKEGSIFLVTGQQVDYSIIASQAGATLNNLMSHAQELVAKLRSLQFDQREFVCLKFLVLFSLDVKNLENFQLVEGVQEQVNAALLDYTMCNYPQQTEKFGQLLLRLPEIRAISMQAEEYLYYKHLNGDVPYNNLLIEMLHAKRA
EBV LMP1 NFkB: inhibitors of Epstein-Barr LMP1-induced NF-kappaB reporter | LMP1-induced NF-kappaB luciferase reporter cells, luminescence | inhibition, % at 12.5 µM | actives 0.69% (n = 350,000); in the data active = inhibition above about 41%;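 note: 0% = neutral control wells and 100% = reference inhibitor control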
Numbers without * were called inactive; nt = no result given. These rows are one share of the data (hit frequency here may not be typical).

| SMILES | TROY signal inh | SRC2 inh | NCOA3 inh | TLR9-MyD88 block | TWEAK Fn14 block | C8 TRAIL sens | NOD2-RIPK2 inh | NR2F2 inh | SRC1 inh | LRH-1 inv ag | EBV LMP1 NFkB |
| --- | --- | --- | --- | --- | --- | --- | --- | --- | --- | --- | --- |
| COc1ccncc1-c1csc(C(O)c2ccccc2)n1 (configuration not stated) | 2 | -3 | 17 | nt | 10 | 2 | 1 | -7 | -6 | 3 | nt |
| Cc1cc(NC(=O)c2ccc(C)c(C)c2)no1 | -51 | -24 | -137 | 4 | -19 | 27 | 6 | -15 | -74 | -126 | -23 |
| CC(=O)Nc1ccc(S(=O)(=O)Nc2cccc3cccnc23)cc1 | 15 | 12 | 0 | 0 | -17 | -5 | -5 | 2 | 16 | -2 | 7 |
| CCCCOC(=O)C1=C(C)N(C)C(=O)NC1c1cc2c(cc1Br)OCO2 (configuration not stated) | -9 | -1 | 4 | 9 | 9 | 5 | 12 | 14 | 7 | 5 | -9 |
| C/C(Cl)=C/Cn1c(N2CCCC2)nc2c1c(=O)[nH]c(=O)n2C | -2 | 7 | -15 | 5 | 10 | 2 | 6 | -1 | 6 | -2 | -10 |
| CCCSC1=NN2CCCC(=O)N=C2S1 | -35 | -11 | -16 | 1 | -6 | -1 | -1 | -4 | -39 | -18 | -13 |
| CC(C)Cn1c(CCCNC(=O)c2ccco2)nc2ccccc21 | -8 | -7 | 6 | 0 | 7 | -23 | -10 | 9 | -8 | 3 | 12 |
| COc1ccc(OC)c(C2=NS(=O)(=O)N(C)C(C(=O)Nc3ccc(C(C)=O)cc3)=C2)c1 | 26 | 6 | -1 | 2 | -22 | -5 | -5 | 11 | 8 | 46 | -3 |
| Cc1nnc(NC(=O)CSc2nccn2-c2cccc(C)c2C)s1 | 17 | -6 | 7 | 9 | 13 | 7 | -1 | 2 | 4 | 34 | 4 |
| CC(=C/C(=O)O)/C=C/c1ccco1 | -6 | -1 | -11 | -4 | -15 | 5 | 4 | -2 | 10 | -20 | -22 |
| Clc1cccc(CON/C=N/c2ncnc3sccc23)c1 | 36 | 11 | 9 | -4 | 38 | -5 | 12 | 9 | 11 | 7 | 10 |
| CC1=C(C#N)C(=O)NC(=O)/C1=C/c1ccc(-c2ccc(S(N)(=O)=O)cc2)o1 | 12 | -7 | 15 | 5 | 2 | 5 | -3 | -3 | 1 | 14 | 4 |
| Cn1c(=O)c(C(=O)Nc2ccccn2)c(O)c2ccccc21 | 30 | -64 | -136 | -15 | 56* | 62* | -3 | -41 | -166 | -110 | -7 |
| COc1ccc(S(=O)(=O)N2CCC(C(=O)NCCC(=O)Nc3nccs3)CC2)cc1 | 7 | 7 | 5 | 3 | 1 | 11 | -12 | 15 | -19 | -16 | 6 |
| COc1cccc(C(C2=C(O)CC(C)(C)CC2=O)C2C(=O)CC(C)(C)CC2=O)c1 (configuration not stated) | -5 | -7 | 4 | 9 | 15 | 13 | -2 | 1 | 3 | 21 | 13 |
| O=C(NC(=S)N1CCN(C2CCCCC2)CC1)c1ccccc1 | -22 | 2 | -2 | -3 | 5 | 5 | 1 | 14 | -22 | 0 | -18 |
| CC(CCc1ccco1)NC(=O)Cn1ncc2c1-c1ccccc1OC2 (configuration not stated) | -9 | -12 | -16 | -2 | 3 | -12 | -4 | -10 | 2 | 17 | -6 |
| COc1ccccc1-n1cc(CN2CCCC(CO)(Cc3cccc(Cl)c3)C2)cn1 (configuration not stated) | 20 | -37 | 16 | 1 | 10 | 11 | -4 | -12 | -17 | -2 | 0 |
| CCOC(=O)/C=C/c1ccc2oc3ccccc3c(=O)c2c1 | -13 | -31 | -51 | -1 | 17 | 8 | 0 | -19 | -54 | -74 | -16 |
| O=[N+]([O-])c1ccccc1OCCCOc1cccc2cccnc12 | -36 | -3 | -58 | -11 | -40 | 17 | 10 | -25 | -43 | -56 | -7 |
| O=C(CNC1CCCCC1)Nc1cc(S(=O)(=O)N2CCOCC2)ccc1Cl | 12 | 3 | 17 | 8 | -5 | 17 | 3 | 18 | 14 | 0 | 0 |
| c1csc(Cn2c(-c3cccs3)nc3ccccc32)c1 | -23 | 0 | 15 | -75 | -5 | -11 | -4 | 11 | 4 | 9 | -8 |
| Cc1ccc2cc(CN(Cc3ccco3)C(=O)NC3CCCCC3)c(=O)[nH]c2c1C | -12 | -5 | 7 | 5 | -6 | -15 | 1 | -10 | -12 | -10 | -3 |
| COC(=O)CCc1nc2ccccc2nc1OC | 12 | 6 | -7 | 2 | -11 | 6 | -8 | -9 | -15 | -9 | -4 |
| O=S(=O)(NCCN1CCOCC1)c1ccc(F)c(Cl)c1 | -3 | -4 | -10 | 7 | 0 | 9 | -11 | -12 | -12 | -22 | 8 |
| O=C(CSc1nnc(-c2c[nH]c3ccccc23)o1)c1ccc(-c2ccccc2)cc1 | 17 | -17 | -3 | -3 | 16 | -2 | -2 | 8 | -17 | 2 | -1 |
| CC1(c2cccc(Br)c2)NC(=O)NC1=O (configuration not stated) | 18 | 8 | 19 | -22 | 5 | -31 | 6 | 6 | 13 | -25 | 2 |
| Cc1ccc(C(=O)NC2CC3CCC(C2)N3C)cc1 (configuration not stated) | -1 | -19 | -6 | 3 | 8 | 15 | 3 | 1 | 10 | 4 | 2 |
| CCOc1ccc(C(C)=O)cc1Cn1c(=O)oc2ccccc21 | -3 | -3 | -10 | -13 | 6 | -6 | -15 | 9 | 2 | 7 | nt |
| N#CC(c1cccc(Cl)c1)c1ncc(C(F)(F)F)cc1Cl (configuration not stated) | 2 | -21 | 10 | 1 | 15 | -1 | -9 | -8 | 1 | 21 | 5 |

| SMILES | TROY signal inh | SRC2 inh | NCOA3 inh | TLR9-MyD88 block | TWEAK Fn14 block | C8 TRAIL sens | NOD2-RIPK2 inh | NR2F2 inh | SRC1 inh | LRH-1 inv ag | EBV LMP1 NFkB |
| --- | --- | --- | --- | --- | --- | --- | --- | --- | --- | --- | --- |
| O=[N+]([O-])c1cccc(S(=O)(=O)NCc2ccccn2)c1 | 5 | -1 | 13 | -8 | 4 | 28 | -1 | -7 | 12 | 8 | -3 |
| CCOC(=O)N1CCN(C(=O)/C=C/c2ccc(OC)cc2)CC1 | -12 | -44 | -15 | -5 | 7 | 10 | -1 | -12 | 1 | 15 | -6 |
| O=C(Cc1ccccc1)N/N=C/c1ccc(-c2ccc([N+](=O)[O-])cc2)o1 | -16 | 15 | -11 | 6 | -28 | -9 | 4 | 7 | -6 | -12 | 13 |
| Cc1ccc(CN2CC(N3CC=CC3)CS2(=O)=O)cc1 (configuration not stated) | 6 | 6 | 13 | nt | 4 | -5 | -4 | -3 | -36 | -4 | nt |
| C[C@@H]1CCCCO[C@@H](CN(C)S(=O)(=O)c2ccc(F)cc2)[C@@H](C)CN([C@H](C)CO)C(=O)c2cc(NC(=O)c3ccccc3)ccc2O1 | -7 | -4 | 5 | -2 | 8 | 21 | 13 | 7 | -12 | 14 | 7 |
| Cc1cc2oc(=O)cc(CSc3nc(N)cc(N)n3)c2cc1C(C)C | 3 | -16 | 18 | -89 | -16 | 0 | 4 | -3 | 0 | -17 | -2 |
| Cc1cc[n+](CC(=O)c2cc3ccccc3oc2=O)cc1 | 52* | -1 | 6 | -4 | 40 | -13 | -1 | 5 | -13 | 10 | 3 |
| COc1cccc(NC(=O)CSc2ncnc3c2oc2ccccc23)c1 | 21 | -2 | 0 | 4 | 10 | 23 | -3 | 13 | -3 | -19 | 6 |
| CNC(=O)C1CCC(=O)N1Cc1c[nH]c2ccccc12 (configuration not stated) | 3 | -18 | 0 | nt | -7 | -6 | -10 | -3 | 3 | 20 | nt |
| CC(C)C[C@H]1CN(CCCC[C@@H]2CNC(=O)C(=O)N2CCc2ccccc2)C(=O)C(=O)N1CCc1ccccc1 | -5 | -28 | nt | nt | 13 | -1 | -3 | 6 | nt | 10 | nt |
| CCN(CC)C(=O)CSc1nnc(-c2ccccn2)n1-c1ccccc1OC | -8 | -7 | 8 | -11 | -3 | 5 | 3 | 10 | -1 | -14 | 1 |
| Cc1noc(C)c1COC(=O)c1cc2c3ccccc3n(C)c2s1 | 14 | -4 | 5 | -6 | -16 | 1 | -1 | -12 | -2 | 13 | 4 |
| O=C(CCSCc1ccccc1Cl)N1CCN(c2ccccn2)CC1 | -43 | -16 | -6 | 6 | -10 | -1 | 0 | -18 | -13 | -46 | -18 |
| O=C(COC(=O)c1ccccc1Br)Nc1cc(S(=O)(=O)N2CCOCC2)ccc1N1CCCC1 | -38 | 8 | 15 | 3 | -1 | -12 | 0 | 11 | -14 | 2 | -3 |
| CC1CCN(c2c(NCC3CCC(C(=O)NCCc4ccccc4)CC3)c(=O)c2=O)CC1 (configuration not stated) | 1 | -10 | -2 | 12 | -22 | 12 | -5 | -12 | -3 | -3 | 4 |
| COc1cc(CN2CCN(C(=O)c3ccccc3F)CC2)cc(OC)c1OC | -5 | -6 | 8 | -12 | -11 | 10 | -3 | -4 | 0 | -1 | 9 |
| CCc1ccc(/C=C2/SC(=S)N(CCC(=O)Nc3ccc(C(=O)O)cc3)C2=O)cc1 | -37 | -14 | 4 | 10 | -38 | 1 | -7 | 0 | 2 | 18 | -7 |
| O=C(CNc1ccc2ccccc2c1)N/N=C/c1ccccn1 | 24 | 4 | -1 | nt | 28 | 1 | -8 | 17 | -5 | 26 | nt |
| Cc1ccc(C(=O)c2ccc(N3CCOCC3)c(F)c2)cc1 | -51 | -6 | -28 | -1 | -11 | -4 | 2 | -21 | -64 | -53 | -13 |
| CCCCCC(O)(c1ccc(OC)cc1)C(CN1CCOCC1)c1ccccc1 (configuration not stated) | -5 | -12 | -4 | -6 | 20 | 12 | 8 | 20 | -7 | 9 | 17 |
| Cc1noc(C)c1CSc1ccc(Br)cc1 | -2 | -13 | 4 | 0 | 8 | -10 | -1 | 1 | -9 | -8 | -1 |
| O=C(NC1CCCCC1)C(C1CC1)n1c(=O)c(-c2cc3ccccc3[nH]2)nc2ccccc21 (configuration not stated) | nt | -10 | nt | nt | nt | 8 | 44* | 9 | nt | 39 | nt |
| COc1cc(OC)cc(-c2c(C#Cc3ccsc3)c3cc(-c4ccccc4OC)ccc3n2C)c1 | 15 | -26 | -2 | 1 | -9 | -1 | -5 | -1 | -8 | 1 | -8 |
| CC(C)Oc1ccc(Cc2cnc(N)nc2N)cc1 | 1 | -4 | 6 | -7 | -1 | -1 | -6 | -17 | -65 | 6 | 4 |
| CN1C(=O)N(CC(=O)Nc2ccc3c(c2)OCO3)C(=O)C12CCCCC2 | -40 | -22 | -15 | -2 | -3 | -5 | 4 | -3 | -31 | -23 | -13 |
| COc1ccc(C(=O)Nc2cc(C)c(NC(=O)c3ccccn3)cn2)cc1 | -48 | -39 | -42 | 2 | -10 | 69* | -8 | -29 | -77 | -75 | -1 |
| Cc1ccc(-c2ccc(/C=C3\C(=O)ON=C3c3ccccc3)o2)c([N+](=O)[O-])c1 | -14 | 4 | 3 | 3 | 27 | 45 | 3 | -10 | -18 | -15 | 29 |
| Cc1nc2c(OCc3ccc(C(F)(F)F)cc3)cccn2c1N(C)C(=O)CCC1CCCC1 | 22 | 29 | 0 | nt | 31 | 13 | 4 | 17 | -15 | -7 | nt |
| O=C(COc1ccccc1)Nc1ccc(CN2CCCCC2)cc1 | -2 | -9 | 6 | 3 | 11 | -1 | 1 | 5 | -3 | -10 | -11 |
